RECQ1 inh – qHTS Assay for Inhibitors of RecQ-Like Dna Helicase 1 (RECQ1); RECQ1 DNA unwinding, red fluorescence kinetic read; Potency, µM (highest dose often 57.3 µM), for the others: at the top dose activity, negative = inhibition, usual class: inhibitors; 0.54% of 240,000 active;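 note: plate controls were vehicle for no effect and no enzyme for full effect; nearly all actives have a fitted effect of over 30% in size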
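50 nM RECQ1T1 preincubated 15 min with compound in Tris pH 8.0 buffer with MgCl2, DTT, Tween-20 and 2.5 ug/ml poly(dI-dC); started with 200 nM TAMRA/BHQ-2 forked duplex and 2 mM ATP. Unwinding read as fluorescence (525/598 nm), two reads 2 h apart.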
KDM4E inh – qHTS Assay for Inhibitors of Human Jumonji Domain Containing 2E (JMJD2E); Lysine-specific demethylase 4E (Homo sapiens), B2RXH2; JMJD2E catalytic domain, FDH-coupled NADH fluorescence (FDH is formaldehyde dehydrogenase); Potency, µM (top dose mostly 57.1 µM), for inactives: top-dose activity change, negative = inhibition, usual class: inhibitors; 1.6% of 230,000 active; active = well fitted inhibition curve with a large enough effect, not every such curve was filed as active; inconclusive = small, poorly fitted or top-dose-only effect, or another doubt; inactive = no such curve, though single readings can be large or run the other way;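 note: 0% = wells with enzyme and -100% = buffer wells without enzyme; nearly all actives have a fitted effect of over 50% in size; many of its hits are not listed in these tables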
Target sequence (B2RXH2 1-337 limits assumed): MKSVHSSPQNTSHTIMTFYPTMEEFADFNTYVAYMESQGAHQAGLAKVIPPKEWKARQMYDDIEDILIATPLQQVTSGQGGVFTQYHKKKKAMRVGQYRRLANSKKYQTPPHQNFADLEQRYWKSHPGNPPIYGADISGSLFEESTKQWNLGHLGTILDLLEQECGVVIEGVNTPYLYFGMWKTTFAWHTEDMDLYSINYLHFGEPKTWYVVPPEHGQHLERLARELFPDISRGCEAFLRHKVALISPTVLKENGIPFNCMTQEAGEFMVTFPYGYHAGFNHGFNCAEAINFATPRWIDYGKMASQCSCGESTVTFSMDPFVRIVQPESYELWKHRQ
ALDH1A1 inh – qHTS Assay for Inhibitors of Aldehyde Dehydrogenase 1 (ALDH1A1); 7.3% of 220,000 active; Purified ALDH1A1, NADH fluorescence, propionaldehyde substrate; Aldehyde dehydrogenase 1A1 (Homo sapiens), P00352; AID 1030, 2008; Potency, µM (doses to about 75.3 µM), for inactives: top-dose activity, negative = inhibition, usual class: inhibitors; active = well fitted inhibition curve with a large enough effect, not every such curve was filed as active; inconclusive = small, poorly fitted or top-dose-only effect, or another doubt; inactive = no such curve, though single readings can be large or run the other way;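 note: plate controls were no enzyme wells and a reference inhibitor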
Target sequence (P00352 whole entry, looked up): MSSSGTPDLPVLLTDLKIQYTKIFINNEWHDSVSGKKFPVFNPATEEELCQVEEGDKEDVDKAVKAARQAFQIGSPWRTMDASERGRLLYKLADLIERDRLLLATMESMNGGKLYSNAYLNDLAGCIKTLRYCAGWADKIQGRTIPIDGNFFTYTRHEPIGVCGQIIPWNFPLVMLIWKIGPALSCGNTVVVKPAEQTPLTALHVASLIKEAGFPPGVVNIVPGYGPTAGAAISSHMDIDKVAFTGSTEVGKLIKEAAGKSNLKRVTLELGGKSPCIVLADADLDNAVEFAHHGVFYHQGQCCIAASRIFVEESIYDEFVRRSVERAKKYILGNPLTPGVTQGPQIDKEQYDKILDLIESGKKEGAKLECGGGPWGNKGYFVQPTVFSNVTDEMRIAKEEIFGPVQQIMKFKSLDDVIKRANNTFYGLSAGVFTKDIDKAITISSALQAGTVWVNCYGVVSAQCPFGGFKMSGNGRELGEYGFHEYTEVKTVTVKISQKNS
GoLoco inh red – qHTS Assay for Inhibitors of RGS12 GoLoco Motif Activity (Red Fluorophore). Gai1:RGS12 GoLoco peptide FP, rhodamine, 10 min. 0.44% of 230,000 active. Guanine nucleotide-binding protein G(i) subunit alpha-1 (Homo sapiens), P63096. Potency, µM (series often up to 61.6 µM), without a hit: top-dose activity, negative = inhibition, most hits filed as inhibitors; active = well fitted inhibition curve with a large enough effect, not every such curve was filed as active; inactive = no such curve, though single readings can be large or run the other way; note: % is set by controls: 0 for no effect and ±100 for the full control effect; nearly all actives have a fitted effect of over 30% in size; many of its hits are not listed in these tables
SMN2 splice enh – qHTS Assay for Enhancers of SMN2 Splice Variant Expression; Potency, µM (series often up to 46.1 µM), for inactives: at the highest dose activity change, positive = activation, most hits filed as activators; HEK293 SMN2-luciferase splicing reporter, luminescence, 30-36 h; 2.8% of 210,000 active; note: % of control where 0% means no effect; nearly all actives have a fitted effect of over 55% in size
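HEK293 cells carry an SMN2 […]–luciferase reporter in which exon 7 inclusion puts luciferase in frame. Cells were plated 10-12 h before compound addition, then incubated 30-36 h at 37C. ONE-Glo luminescence was read; sodium butyrate at 4.5 mM final served as control.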
TexasRed fluor – Total Fluorescence Counterscreen for Inhibitors of the Interaction of Thyroid Hormone Receptor and Steroid Receptor Coregulator 2 | Potency, µM (series often up to 106 µM), for the others: at the highest dose fluorescence change, negative = quenching | TRb/SRC2 Texas Red total fluorescence interference | 0.29% of 280,000 active | AID 1479, 2009; active = well fitted curve in either direction with a large enough effect; inconclusive = small, poorly fitted or top-dose-only effect; note: % is set by controls: 0 for no effect and ±100 for the full control effect
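Flags fluorescent or light-absorbing compounds by total fluorescence, S + 2P, at 555 nm excitation and 632 nm emission. Mixture: 20 nM Texas Red SRC2 peptide, 0.6 uM human TRb LBD, 1 uM T3, 5% DMSO; compound exposure 5 h at ambient temperature.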
TRb-SRC2 inh – qHTS for Inhibitors of the Interaction of Thyroid Hormone Receptor and Steroid Receptor Coregulator 2; TRbeta-SRC2 peptide binding, fluorescence polarization; receptor liganded with 1 µM T3; Potency, µM (doses to about 106 µM), for inactives: top-dose activity change, negative = inhibition, hits mostly inhibitors; 0.065% of 280,000 active; AID 1469, 2008;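 note: plate controls were bound peptide for no effect and peptide without receptor for full effect; nearly all actives have a fitted effect of over 50% in size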
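Human TRb LBD (0.6 uM) plus Texas Red-labeled SRC2 peptide (20 nM), 1uM T3, 5% DMSO, 5 hr at ambient temperature. Decreased polarization (555/632 nm) flags inhibition; data normalized to free and bound peptide controls.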
Lamin A splicing – qHTS Assay for Modulators of Lamin A Splicing. 0.01% of 200,000 active. Potency, µM (titrated, usually from 46.1 µM), without a hit: at the top dose ratio change, negative = inhibition, usual class: inhibitors. HeLa LMNA splicing GFP/RFP minigene ratio, 48 h. AID 1487, 2009; active = well fitted inhibition curve with a large enough effect in the signal ratio, with a control signal flat, not every such curve was filed as active; inconclusive = small, poorly fitted or top-dose-only effect, or effect the other way, or a change in a side signal; the % refers to the signal ratio; note: % is set by controls: 0 for no effect and ±100 for the full control effect
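S3 HeLa cells stably expressing lamin A-EGFP splicing minigene plus DsRed2, 600 cells/well, 48 h compound exposure at 37C. Laser-scanning cytometry; analysed as GFP (500-530 nm)/RFP (575-640 nm) total intensity ratio; 0.5% DMSO vehicle.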
* marks the source's active call; other numbers are inactive results; i = inactive; u = inconclusive; x = no result given; [ ] = another dose, or the depositor's remark. Unless noted, calls come from the whole dose curve; as a rule, active = well fitted curve in the direction sought with a large enough effect; inconclusive = small, poorly fitted or top-dose-only effect, or another doubt; inactive = no such curve, though single readings can be large; an effect the other way counts as inactive or inconclusive. Potency is the fitted concentration of half-maximal effect.

Field names: A = RECQ1 inh; B = KDM4E inh; C = ALDH1A1 inh; D = GoLoco inh red; E = SMN2 splice enh; F = TexasRed fluor; G = TRb-SRC2 inh; H = Lamin A splicing
CCN(C(=O)COC(=O)CNC(=O)C12CC3CC(CC(C3)C1)C2)C1CCS(=O)(=O)C1 (stereo not drawn)
  A: -2%; B: -5%; C: -9%; D: -29%; E: -31%; F: 1%; G: 5%; H: -2%
NC(=O)c1ccccc1NC(=O)c1ccccc1F
  A: 0%; B: 2%; C: -7%; D: 5%; E: 10%; F: 0%; G: -15%; H: 2%
CN(C)C1C(=O)c2ccccc2C1=O
  A: -2%; B: 2%; C: -3%; D: -5%; E: 6%; F: 6%; G: -1%; H: -8%
COCCn1c(CCc2ccccc2)n[nH]c1=S
  A: 5%; B: -1%; C: u; D: 7%; E: x; F: -1%[53 µM]; G: 7%[53 µM]; H: 13%[46 µM]
Cc1cccc2nc(CSc3nc4ccccc4o3)cn12
  A: 4%; B: -18%; C: u; D: 14%; E: -2%; F: 0%; G: -1%; H: -3%
CCOCCc1nnc(NC(=O)Cc2ccc(Br)cc2)s1
  A: i; B: 10%; C: 17%; D: -11%; E: -11%; F: -5%; G: -3%; H: 8%
O=C(O)c1c[nH]c(=O)c2ccccc12
  A: -4%; B: u; C: -1%; D: 5%; E: 9%; F: -2%; G: 5%; H: x
CCOC(=O)CNC(=O)CSc1nc(-c2ccc(OC)cc2)ns1
  A: i; B: -13%; C: u; D: -5%; E: 6%; F: 0%; G: 0%; H: x
Cc1cccc(CSC2=CS(=O)(=O)c3ccccc3N2)c1
  A: i; B: 9%; C: -2%; D: 3%; E: -17%; F: 0%; G: 1%; H: 9%
NC(=O)C1=C[C@@H](c2coc3ccccc3c2=O)C[C@@H](OCCCCO)O1
  A: 0%; B: -7%; C: 0%; D: 1%; E: x; F: 1%; G: -3%; H: x
CNc1ncc(-c2nnnn2-c2ccccc2)c(-c2ccccc2)n1
  A: -4%; B: -19%; C: x; D: 2%; E: x; F: 0%; G: -6%; H: x
Cc1ccc(N2CCN(C(=S)c3ccc(-c4ccccc4[N+](=O)[O-])o3)CC2)cc1
  A: -4%; B: -1%; C: x; D: -2%; E: x; F: 0%; G: 2%; H: x
CC1(C)CC(=O)N(CC(=O)O)c2ccccc2S1
  A: -2%; B: 1%; C: 4%; D: 1%; E: -15%; F: -2%; G: -8%; H: -15%
O=C(c1ccco1)N1CCN(c2nc(C(F)(F)F)nc3c2nnn3Cc2ccccc2)CC1
  A: -7%; B: u; C: 14µM*; D: -2%; E: -84%[inhibitor]; F: -7%; G: 2%; H: u
CCN(CC)S(=O)(=O)c1cccc(C(=O)Nc2sc3c(c2C(N)=O)CCCC3)c1
  A: -3%; B: 4%; C: 14%; D: 10%; E: -3%; F: -4%; G: 3%; H: 7%
O=C(Nc1ccccc1)C1=C(O)CC(c2ccc(Cl)cc2)N2CCN=C12 (stereo not drawn)
  A: -11%; B: 6%; C: 14µM*; D: 3%; E: -12%; F: 0%; G: 0%; H: u
CC1(C)Cc2c(oc3ncn4ncnc4c23)CO1
  A: i; B: 2%; C: 10%; D: 6%; E: -16%; F: 0%; G: 2%; H: 2%
Cc1c(C(=O)N2CCc3ccccc3C2)oc2ccc(S(=O)(=O)N3CCCCCC3)cc12
  A: -7%; B: -1%; C: 0%; D: -6%; E: -65%[inhibitor]; F: -2%; G: 3%; H: u
C=CCOC(=O)C1=C(C)NC2(O)c3ccccc3C(=O)C12O (stereo not drawn)
  A: -9%; B: 5%; C: u; D: 4%; E: 19%; F: 0%; G: 1%; H: 19%
COc1ccc(OC)c(C(=O)Cn2nnc3ccccc3c2=O)c1
  A: -6%; B: -8%; C: 7%; D: 10%; E: 5%; F: -6%; G: 0%; H: 15%

In the list so far, these have two or more sulfur atoms.
Field names: A = RECQ1 inh; B = KDM4E inh; C = ALDH1A1 inh; D = GoLoco inh red; E = SMN2 splice enh; F = TexasRed fluor; G = TRb-SRC2 inh; H = Lamin A splicing
CCOC(=O)CNC(=O)CSc1nc(-c2ccc(OC)cc2)ns1
  A: i; B: -13%; C: u; D: -5%; E: 6%; F: 0%; G: 0%; H: x
Cc1cccc(CSC2=CS(=O)(=O)c3ccccc3N2)c1
  A: i; B: 9%; C: -2%; D: 3%; E: -17%; F: 0%; G: 1%; H: 9%
CCN(CC)S(=O)(=O)c1cccc(C(=O)Nc2sc3c(c2C(N)=O)CCCC3)c1
  A: -3%; B: 4%; C: 14%; D: 10%; E: -3%; F: -4%; G: 3%; H: 7%

The listing continues:
Field names: A = RECQ1 inh; B = KDM4E inh; C = ALDH1A1 inh; D = GoLoco inh red; E = SMN2 splice enh; F = TexasRed fluor; G = TRb-SRC2 inh; H = Lamin A splicing
O=C(N/N=C/c1ccco1)c1ccn[nH]1
  A: -1%; B: -7%; C: -7%; D: -7%; E: 19%; F: -1%; G: 2%; H: x
COc1cc(/C=N/NC(N)=O)c(Br)cc1OCC(=O)Nc1ccccc1C
  A: -3%; B: 7%; C: 16%; D: 7%; E: -6%; F: 3%; G: 1%; H: 9%
O=C1Nc2ccc(Cl)cc2C12Nc1ccccc1-c1nnc(SCc3ccccc3F)nc1O2 (stereo not drawn)
  A: 1%; B: -2%; C: u; D: -87%; E: -3%; F: -1%; G: 3%; H: u
CC(C)(C)OC(=O)NCCNC(=O)c1cccs1
  A: 0%; B: 0%; C: x; D: 11%; E: x; F: 0%; G: 2%; H: x
O=c1[nH]c2cc3c(cc2cc1C(c1nnnn1C1CCCCC1)N1CCSCC1)OCCO3 (stereo not drawn)
  A: -9%; B: u; C: u; D: 2%; E: -1%; F: -2%; G: 0%; H: -14%
CCC(C)NC(=O)C1(C)CCC(=O)N1Cc1ccccc1OC (stereo not drawn)
  A: -2%; B: 6%; C: 2%; D: 15%; E: 12%; F: 1%; G: -8%; H: u
COCCNCc1ccccc1
  A: -11%; B: 4%; C: 14%; D: 4%; E: 12%; F: -4%; G: 0%; H: -1%
CCCNC(=O)NC(=O)COC(=O)/C=C/c1cc(Br)ccc1F
  A: i; B: 2%; C: 7%; D: 5%; E: x; F: -3%; G: 0%; H: x
COc1ccc(S(=O)(=O)NCc2ccc3c(c2)cc(C)n3C)cc1
  A: 32µM*; B: -7%; C: u; D: -20%; E: -31%; F: u; G: -24%; H: -4%
COc1ccc(CNc2cc(C)ccc2C)c(OC)c1OC
  A: -7%; B: -2%; C: u; D: 4%; E: -4%; F: -1%; G: -9%; H: u
CCNc1nc(SCCOc2ccccc2)nc(N(C)C)n1
  A: -2%; B: -2%; C: -1%; D: 1%; E: -30%[inhibitor]; F: -6%; G: -11%; H: u
CC(=O)N(CCC(c1ccccc1)c1ccco1)Cc1cccs1 (stereo not drawn)
  A: -1%; B: -8%; C: 1.4µM*; D: 127%[activator]; E: -45%[inhibitor]; F: 2%; G: 9%; H: 22%
CC(C)(C)OC(=O)N[C@@H](CC(=O)OCc1ccccc1)C(=O)O
  A: i; B: 4%; C: 6%; D: -2%; E: -38%[inhibitor]; F: 1%; G: 0%; H: u
CCCn1c(=O)c2[nH]c(-c3ccc(S(=O)(=O)O)cc3)nc2n(CCC)c1=O
  A: 1%; B: u; C: u; D: 5%; E: 10%; F: -1%; G: 2%; H: -6%
O=C(Nc1ccc(Oc2cccnc2)nc1)c1ccc(C(F)(F)F)cc1
  A: -2%; B: -1%; C: 10%; D: 9%; E: x; F: -3%; G: -4%; H: x
CCOC(=O)Cn1c(=NC(=O)c2sc3ccccc3c2Cl)sc2cc(S(N)(=O)=O)ccc21
  A: -16%; B: u; C: u; D: 11%; E: -7%; F: -1%; G: 7%; H: -2%
Cc1ccc(C(=O)N/N=C/c2ccc(S(=O)(=O)O)o2)c(Cl)c1
  A: -4%; B: 1%; C: -9%; D: -8%; E: 9%; F: 3%; G: 13%; H: 3%
O=C(Nc1ccc2c(c1)OCO2)c1noc2c1CCCCC2
  A: i; B: 1%; C: u; D: 8%; E: 5.6µM*; F: 0%; G: -3%; H: -17%
O=C(Nc1ccccc1)N1CCCC(c2nc(-c3cccs3)no2)C1 (stereo not drawn)
  A: -2%; B: 4%; C: 2%; D: -1%; E: -28%; F: 2%; G: 6%; H: u
CC1=C(C(=O)Nc2ccccc2C(F)(F)F)C(c2sccc2C)NC(=S)N1 (stereo not drawn)
  A: -14%; B: u; C: 4.5µM*; D: 8%; E: 0%; F: -2%; G: -4%; H: u
O=C(NCc1ccc2c(c1)OCO2)C(C(=O)c1ccccc1)n1cc(Cl)ccc1=O (stereo not drawn)
  A: 2%; B: 1%; C: 11%; D: 7%; E: -10%; F: 0%; G: -9%; H: -10%
C=C(C)CN(CC)C(=O)CCc1nnc(CCCc2ccccc2)o1
  A: i; B: -4%; C: -3%; D: 5%; E: x; F: 3%; G: 2%; H: x
Cc1ccc(S(=O)(=O)Nc2cc(=O)[nH]c(SCC(=O)Nc3ccccc3Cl)n2)cc1
  A: i; B: -8%; C: 3%; D: 9%; E: -15%; F: -2%; G: 2%; H: u
COc1ccc(-n2cc(CNC3CCC(O)CC3)c(-c3cccc(F)c3)n2)cc1 (stereo not drawn)
  A: i; B: u; C: u; D: 1%; E: x; F: -9%; G: -2%; H: x
COc1cc(NCc2ccccc2O)c2ncccc2c1
  A: -4%; B: u; C: x; D: 6%; E: x; F: -8%; G: 3%; H: x
O=C(C1=C[C@@H](c2csc3ccccc23)C[C@@H](OCc2ccc(CO)cc2)O1)N1CCOCC1
  A: i; B: -24%; C: u; D: 7%; E: x; F: -1%; G: -9%; H: x

Screening data from PubChem.

An excerpt (hit frequency here may not be typical).
